From PubChem BioAssay
PERK inhibitor – inhibitors of human PERK kinase; AID 1416; Q9NZJ5; 220,000 tested, 0.17% active; inhibition, % at 5.6 µM; CHO PERK-DD fusion, SEAP luminescence translation reporter;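 active = inhibition above the mean inhibition of all tested compounds plus 3 SD, set separately per screening campaign, cut at about 2.9% in these data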;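 note: PERK kinase domain activated by AP20187 dimerizer at 100 nM; 0% = DMSO with dimerizer and 100% = rapamycin at 8.4 µM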
EP2 modulator – modulators of human EP2 prostaglandin E2 receptor. P43116. AID 940. 260,000 tested, 0.83% active. EP2-expressing cells, cAMP HTRF FRET, PGE2 co-stimulation. induction, % at 25 µM;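 active = compounds whose cAMP rise, as percent of the full-agonist control response, exceeds 60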;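 note: rat C6 glioma line stably carrying human EP2 under a CMV promoter; the protocol text gives 20 µM as final concentration; 100% = response of wells given 1 µM PGE2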
Target sequence (P43116 whole entry, looked up): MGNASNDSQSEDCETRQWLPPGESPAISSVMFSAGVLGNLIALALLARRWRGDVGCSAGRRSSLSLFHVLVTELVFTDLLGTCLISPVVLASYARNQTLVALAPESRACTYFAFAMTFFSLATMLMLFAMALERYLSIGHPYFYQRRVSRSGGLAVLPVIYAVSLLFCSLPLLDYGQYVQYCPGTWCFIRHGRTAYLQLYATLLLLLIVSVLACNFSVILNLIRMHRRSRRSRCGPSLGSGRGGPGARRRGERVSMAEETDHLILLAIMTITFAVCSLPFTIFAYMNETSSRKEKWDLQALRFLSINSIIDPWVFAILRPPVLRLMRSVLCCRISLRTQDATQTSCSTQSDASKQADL
L929 necroptosis – blocks zVAD induced death of L929 cells; L929 zVAD necroptosis rescue, ATP luminescence, 24 h; with zVAD 60 µM; viability rescue, % at 10 µM; 220,000 tested, 0.38% active; AID 1377;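 active = activation, scaled between plate controls, above about 75%, limit read from the data; inactive = activation under that limit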;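 note: 0% = zVAD with DMSO and 100% = DMSO alone without zVAD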
EP2 antag – blocks the human prostaglandin E2 receptor EP2; C6 glioma cells expressing human EP2, cAMP TR-FRET; cells stimulated with saturating PGE2; inhibition, % at 25 µM; 260,000 tested, 0.52% active;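 active = percent inhibition above 40 after rounding to a whole number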;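 note: rat C6 glioma host cells with rolipram phosphodiesterase inhibitor present; the protocol text gives 20 µM as final concentration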
Hck-Nef inh – human Hck-Nef kinase inhibition; Recombinant Hck-YEEI plus Nef, Z-Lyte FRET kinase assay; P08631; inhibition, % at 20 µM; 220,000 tested, 0.68% active;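 active = Hck-Nef kinase inhibition above about 50%, limit read from the data; inactive = inhibition below that limit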;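 note: 0% = DMSO with Hck plus Nef and 100% = Hck alone without Nef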
TNF necrop inh – TNF-alpha cell death inhibition in Jurkat FADD-/- cells | Jurkat FADD-/- TNF necroptosis rescue, ATP luminescence, 24 h; 0 = TNF only, 100 = no-TNF cells | activation (protection from cell death), % at 10 µM | 220,000 tested, 0.068% active | AID 463075;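 active = activation, meaning protection from cell death, of at least 50% relative to plate controls; inactive = activation below 50%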;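 note: necroptosis triggered by 40 ng/mL TNF-alpha added together with compound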
Runt-CBFb FRET – inhibitors of human RUNX1 Runt domain binding to CBFb. AID 1496. inhibition, % at 20 µM. 220,000 tested, 0.46% active. Q01196+Q13951. Cerulean-Runt/Venus-CBFb FRET ratio 530/480, 1 h;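 active = inhibition over about 50% at 20 µM in the single-dose screen, limit read from the data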;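 note: 0% = DMSO wells and 100% = excess unlabeled CBFb competitor control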
Target sequence (Q01196 whole entry, looked up, the tested form may be a part): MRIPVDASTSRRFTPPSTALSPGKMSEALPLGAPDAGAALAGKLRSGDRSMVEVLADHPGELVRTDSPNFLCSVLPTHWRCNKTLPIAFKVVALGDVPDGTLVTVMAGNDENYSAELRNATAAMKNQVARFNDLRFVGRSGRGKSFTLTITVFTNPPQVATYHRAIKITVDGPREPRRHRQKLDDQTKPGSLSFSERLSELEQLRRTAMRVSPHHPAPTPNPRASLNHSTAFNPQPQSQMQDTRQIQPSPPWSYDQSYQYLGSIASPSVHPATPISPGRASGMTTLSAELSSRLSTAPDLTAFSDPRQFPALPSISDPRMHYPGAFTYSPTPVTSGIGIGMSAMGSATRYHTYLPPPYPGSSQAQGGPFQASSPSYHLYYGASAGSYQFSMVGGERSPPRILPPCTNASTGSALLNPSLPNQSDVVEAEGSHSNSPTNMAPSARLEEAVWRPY
Target sequence (Q13951 whole entry, looked up, the tested form may be a part): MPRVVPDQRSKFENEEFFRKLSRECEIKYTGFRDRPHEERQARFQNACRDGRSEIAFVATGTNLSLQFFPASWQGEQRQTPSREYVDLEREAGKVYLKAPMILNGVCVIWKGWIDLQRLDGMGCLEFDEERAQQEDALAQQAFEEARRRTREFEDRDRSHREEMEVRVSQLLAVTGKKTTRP
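Measured by: fluorescence energy transfer, 422 nm excitation, 530/480 nm emission; test system: Cerulean-tagged RUNX1 Runt domain (FRET donor) fusion protein; buffer or medium: Tris pH 7.5 buffer with BSA; compound: one dose, 20 µM compound, 1% DMSO; times: two 1 h room-temperature incubations shielded from light; benchmarks: unlabeled CBFb 5 µM, positive control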
Runt-SMMHC FRET – Runt domain-CBFb-SMMHC interaction inhibition. Q01196+Q13951. Cerulean-Runt/Venus-CBFb-SMMHC FRET ratio 530/480, 1 h. inhibition, % at 20 µM. 220,000 tested, 0.74% active;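 active = mean inhibition across duplicate retests at 20 µM reaching about 50%, limit read from the data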;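 note: 0% = DMSO wells and 100% = wells with excess untagged CBFb-SMMHC; inhibitors lower the FRET ratio by blocking Runt binding to CBFb-SMMHC; some results filed as inactive read as strong as hits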
RBBP9 inhibitor – human RBBP9 hydrolase inhibition; AID 1515; 220,000 tested, 0.2% active; inhibition, % at 7.94 µM; recombinant RBBP9, FP-Rh probe fluorescence polarization; O75884;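 active = inhibition above the campaign mean of all tested compounds plus 3 SD, cut at about 14% in these data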;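 note: plate controls were DMSO wells with RBBP9 for no effect and wells lacking RBBP9 protein for full effect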
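Test system: recombinant human RBBP9; Timing: 30 min then 45 min, 25 °C; Detection: fluorescence polarization; Control set: RBBP9 with DMSO as uninhibited control, no-protein wells as full inhibition; Compound dosing: one concentration, 7.94 µM nominal, 0.794% DMSO; Probe or stimulus: FP-Rh activity-based probe, 375 nM before mixing.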
An asterisk follows results filed as active; & = joins results of further samples. Only part of the results is shown (hit frequency here may not be typical).

`COc1ccccc1CNC(=O)C/C(C)=N/NC(=O)Cc1ccccc1` gave PERK inhibitor 0.5, EP2 modulator 13, L929 necroptosis 0.1, EP2 antag 9, Hck-Nef inh 1, TNF necrop inh -0.7, Runt-CBFb FRET 0, Runt-SMMHC FRET 0 and RBBP9 inhibitor 1.
CC(=O)N/C(=C\c1ccccc1)C(=O)OCC(=O)N1CCCCCC1 was read as PERK inhibitor -0.1, EP2 modulator 5, L929 necroptosis 2.5, EP2 antag 5, Hck-Nef inh 1, TNF necrop inh 1.6, Runt-CBFb FRET 1, Runt-SMMHC FRET -2 and RBBP9 inhibitor -7.
O=C(Nc1nccs1)c1cc(-c2ccccc2)nc2ccccc12 was read as PERK inhibitor -0.7, EP2 modulator 36, L929 necroptosis 0.0, EP2 antag 0, Hck-Nef inh -2, TNF necrop inh 0.8, Runt-CBFb FRET -1, Runt-SMMHC FRET 2 and RBBP9 inhibitor -16.
`CN1CCN(NC(=O)c2cccc(C(F)(F)F)c2)CC1` gave PERK inhibitor 1.4, EP2 modulator -10, L929 necroptosis -0.1, EP2 antag 5, Hck-Nef inh 25, TNF necrop inh 2.0, Runt-CBFb FRET 0, Runt-SMMHC FRET 2 and RBBP9 inhibitor 4.
Screening C=CCOc1c(/C=N\NC(N)=O)cccc1OC returned PERK inhibitor 0.4, EP2 modulator 2, L929 necroptosis 0.0, EP2 antag 13, Hck-Nef inh 16, TNF necrop inh 3.5, Runt-CBFb FRET 2, Runt-SMMHC FRET -3 and RBBP9 inhibitor 8.
Screening FC(F)Sc1ccc(Nc2ncnc3nc[nH]c23)cc1 returned PERK inhibitor 0.3, EP2 modulator -44, L929 necroptosis 0.8, EP2 antag 8, Hck-Nef inh 35, TNF necrop inh -8.5, Runt-CBFb FRET 2, Runt-SMMHC FRET 1 and RBBP9 inhibitor -7.
`Cc1ccccc1OCCSCc1nc2ccccc2[nH]1` gave PERK inhibitor -1.1, EP2 modulator 7, L929 necroptosis 0.9, EP2 antag 3, Hck-Nef inh -1, TNF necrop inh 1.9, Runt-CBFb FRET 0, Runt-SMMHC FRET -2 and RBBP9 inhibitor -12.
For O=S(=O)(c1ccc(F)cc1)n1ccc2cccnc21 the results were PERK inhibitor 0.0, EP2 modulator 16, L929 necroptosis -0.2, EP2 antag 7, Hck-Nef inh 0, TNF necrop inh -2.9, Runt-CBFb FRET -2, Runt-SMMHC FRET 1 and RBBP9 inhibitor -8.
For CC1=NN(C(=O)CCc2ccc3c(c2)OCO3)C(O)(C(F)(F)F)C1 (stereo unspecified) the results were PERK inhibitor 1.3, EP2 modulator 25&33, L929 necroptosis 1.2, EP2 antag 3&1, Hck-Nef inh -12, TNF necrop inh 0.2, Runt-CBFb FRET 2, Runt-SMMHC FRET 2 and RBBP9 inhibitor 0.
`Cc1cccc(-n2c(N)cc(=O)nc2SC(C)C(=O)NC2CCCCC2)c1` (stereo unspecified) gave PERK inhibitor 0.2, EP2 modulator 6&-15, L929 necroptosis 0.7, EP2 antag 13&14, Hck-Nef inh 1, TNF necrop inh 1.3, Runt-CBFb FRET -4, Runt-SMMHC FRET -1 and RBBP9 inhibitor -2.
CCOC(=O)C1CN(S(=O)(=O)c2cccc(C(F)(F)F)c2)c2cc(CC(=O)OC)ccc2O1 (stereo unspecified) was read as PERK inhibitor 0.2, EP2 modulator 55, L929 necroptosis 0.0, EP2 antag 10, Hck-Nef inh 2, TNF necrop inh -2.3, Runt-CBFb FRET -3, Runt-SMMHC FRET -9 and RBBP9 inhibitor -1.
COc1ccc(-c2cc(O)cc(O)c2)cc1 was read as PERK inhibitor 0.1, EP2 modulator -26, L929 necroptosis -0.1, EP2 antag 7, Hck-Nef inh 11, TNF necrop inh -1.0, Runt-CBFb FRET 3, Runt-SMMHC FRET 5 and RBBP9 inhibitor 35*.
For C=CCNCCCCOc1c(Cl)cc(C)cc1Br the results were PERK inhibitor -0.4, EP2 modulator -26, L929 necroptosis 0.3, EP2 antag 5, Hck-Nef inh 0, TNF necrop inh -6.9, Runt-CBFb FRET -2, Runt-SMMHC FRET -2 and RBBP9 inhibitor 3.
`c1ccc(-c2noc(-c3ccc4ccccc4c3)n2)nc1` gave PERK inhibitor 0.8, EP2 modulator 3, L929 necroptosis 0.6, EP2 antag 6, Hck-Nef inh -5, TNF necrop inh -3.3, Runt-CBFb FRET -2, Runt-SMMHC FRET -3 and RBBP9 inhibitor -10.
COCCn1c(CN(C)Cc2ccccc2)nc2c1c(=O)n(C)c(=O)n2C was read as PERK inhibitor 0.5, EP2 modulator 9, L929 necroptosis -0.1, EP2 antag 8, Hck-Nef inh 1, TNF necrop inh -1.6, Runt-CBFb FRET 4, Runt-SMMHC FRET -3 and RBBP9 inhibitor -3.
For O=C(CSc1nnc(-c2ccncc2)n1Cc1ccccc1)NC1CCCCC1 the results were PERK inhibitor 0.4, EP2 modulator -38&20, L929 necroptosis -0.3, EP2 antag 16&7, Hck-Nef inh 21, TNF necrop inh 3.6, Runt-CBFb FRET 1, Runt-SMMHC FRET 0 and RBBP9 inhibitor 2.
CC(C)Cc1cc(C(=O)O)c2ccccc2n1 was read as PERK inhibitor -0.3, L929 necroptosis -0.4, EP2 antag 9, Hck-Nef inh -11, TNF necrop inh -0.4 and RBBP9 inhibitor -10.
`CN1CCCC1CCNS(=O)(=O)c1ccc(Br)cc1` (stereo unspecified) gave PERK inhibitor -0.2, EP2 modulator -11, L929 necroptosis 0.0, EP2 antag 8, Hck-Nef inh 5, TNF necrop inh 1.8, Runt-CBFb FRET 2, Runt-SMMHC FRET -1 and RBBP9 inhibitor -6.
Screening Cc1ccc(/C=N/NC(=O)C2(O)c3ccccc3-c3ccccc32)o1 returned PERK inhibitor 0.2, EP2 modulator 8, L929 necroptosis 1.4, EP2 antag 0, Hck-Nef inh 14, TNF necrop inh 1.3, Runt-CBFb FRET 2, Runt-SMMHC FRET 1 and RBBP9 inhibitor -2.
Screening COc1cc2[nH]c(=O)n(CCC(=O)N3CC=C(c4ccccc4)CC3)c(=O)c2cc1OC returned PERK inhibitor -0.3, EP2 modulator -20, L929 necroptosis 0.6, EP2 antag 5, Hck-Nef inh -2, TNF necrop inh 0.3, Runt-CBFb FRET -1, Runt-SMMHC FRET 1 and RBBP9 inhibitor -6.
`CCn1nnnc1SCC(=O)Nc1cccc(C)n1` gave PERK inhibitor 1.0, EP2 modulator 70*, L929 necroptosis 0.4, EP2 antag 9, Hck-Nef inh 2, TNF necrop inh -3.4, Runt-CBFb FRET 0, Runt-SMMHC FRET 2 and RBBP9 inhibitor -5.
`C=CCOc1ccc(/C(O)=C2\C(=O)C(=O)N(CCCOC)C2c2ccncc2)cc1` (stereo unspecified) gave PERK inhibitor 0.7, EP2 modulator 48, L929 necroptosis -0.8, Hck-Nef inh -9, TNF necrop inh 1.1, Runt-CBFb FRET -1, Runt-SMMHC FRET -2 and RBBP9 inhibitor -3.
`CC(C)(C)OC(=O)N1CCC(c2c(C(=O)O)cnn2-c2ccccc2Cl)CC1` gave PERK inhibitor 1.1, EP2 modulator 18, L929 necroptosis 0.7, EP2 antag 8, Hck-Nef inh 0, TNF necrop inh -0.6, Runt-CBFb FRET -1, Runt-SMMHC FRET 2 and RBBP9 inhibitor -1.
CC(=O)Nc1cccc(C(=O)N/N=C/c2ccc(C)o2)c1 was read as PERK inhibitor 0.3, EP2 modulator -1, L929 necroptosis 17, EP2 antag 12, Hck-Nef inh 12, TNF necrop inh 0.1, Runt-CBFb FRET -2, Runt-SMMHC FRET 2 and RBBP9 inhibitor -14.
O=C(Nc1ccccc1Cl)Oc1ccc(Cl)cc1Cl was read as PERK inhibitor 2.3, EP2 modulator -33, L929 necroptosis 0.0, EP2 antag 15, Hck-Nef inh -2, TNF necrop inh -0.4, Runt-CBFb FRET 2, Runt-SMMHC FRET -6 and RBBP9 inhibitor 5.
`COc1ccc(C(=O)N2C(=O)c3ccc(N)cc3C2=O)cc1` gave PERK inhibitor 0.8, EP2 modulator 7, L929 necroptosis 1.0, EP2 antag 4, Hck-Nef inh 23, TNF necrop inh -3.3, Runt-CBFb FRET -15, Runt-SMMHC FRET -67 and RBBP9 inhibitor 6.
For CC1=C(C(=O)OC(C)C)C(c2ccccc2Cl)CC(=O)N1 (stereo unspecified) the results were PERK inhibitor 0.6, EP2 modulator 9, L929 necroptosis -0.4, Hck-Nef inh 1, TNF necrop inh -2.0, Runt-CBFb FRET 0, Runt-SMMHC FRET -5 and RBBP9 inhibitor 4.
Screening CCn1c(-c2ccc(N(C)C)cc2)nc2ccccc21 returned PERK inhibitor -1.9, L929 necroptosis 0.7, EP2 antag 8, Hck-Nef inh 3, TNF necrop inh -8.4, Runt-CBFb FRET -1, Runt-SMMHC FRET -1 and RBBP9 inhibitor -1.
CC1C2CC(C(CN(C)C)/C2=N/O)C1(C)C (stereo unspecified) was read as PERK inhibitor 0.7, EP2 modulator 6, L929 necroptosis 0.1, EP2 antag 4, Hck-Nef inh 0, TNF necrop inh 1.2, Runt-CBFb FRET 1, Runt-SMMHC FRET -2 and RBBP9 inhibitor -8.
Cc1nc2c(C(=O)N3CCCC3)cnn2c(C)c1Cc1c(F)cccc1Cl was read as PERK inhibitor -0.1, EP2 modulator 16, L929 necroptosis -0.6, EP2 antag 11, Hck-Nef inh 1, TNF necrop inh -1.2, Runt-CBFb FRET 1, Runt-SMMHC FRET -2 and RBBP9 inhibitor -6.
Screening Cc1ccc(-c2c3c(=O)n(C)c(=O)n(C)c3cn2CCCN2CCOCC2)cc1 returned PERK inhibitor -1.2, EP2 modulator 4, L929 necroptosis -0.2, EP2 antag 9, Hck-Nef inh -1, TNF necrop inh 0.4, Runt-CBFb FRET -2, Runt-SMMHC FRET 4 and RBBP9 inhibitor -5.
For O=C(Nc1cccc(Cl)c1)N1CCSc2cc(Cl)ccc21 the results were PERK inhibitor 0.9, EP2 modulator -23, L929 necroptosis 0.0, EP2 antag 12, Hck-Nef inh 0, TNF necrop inh -3.2, Runt-CBFb FRET 0, Runt-SMMHC FRET 0 and RBBP9 inhibitor -8.
`Cc1ccccc1Nc1nc(N)nc(CSc2nc3ccccc3s2)n1` gave PERK inhibitor -0.2, EP2 modulator -5, L929 necroptosis -0.7, EP2 antag 5, Hck-Nef inh 2, TNF necrop inh 0.3, Runt-CBFb FRET -4, Runt-SMMHC FRET 3 and RBBP9 inhibitor 4.
CCOc1ccc(C2NC(=O)NC(C)=C2C(=O)OC)cc1C (stereo unspecified) was read as PERK inhibitor -0.4, EP2 modulator 17, L929 necroptosis -0.2, EP2 antag 14, Hck-Nef inh 0, TNF necrop inh 0.5, Runt-CBFb FRET 1, Runt-SMMHC FRET -2 and RBBP9 inhibitor 0.
